SENP1 inh – SENP1 (human) catalytic domain inhibition; recombinant SENP1 catalytic domain, CyPet-SUMO1-YPet FRET cleavage; AID 624204; Q9P0U3; inhibition, % at 10 µM; actives 0.21% (n = 360,000);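 active = inhibition at least 30% at 10 µM, raw YFP signal under a set limit, fluorescence ratio 0.5 to 1.5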;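 note: 0% = enzyme with DMSO and 100% = no enzyme wells; some results filed as inactive read as strong as hits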
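Assay system – human recombinant His6-tagged SENP1 catalytic domain enzyme · Input – SENP1 enzyme, 20 pM final · Buffer or medium – Tris pH 8 buffer plus EDTA, NaCl, BME, BSA, NP40, catalase · Schedule – 50 min reaction at room temperature · Technique – FRET read of cyan and yellow fluorescence · Control set – no-enzyme wells low, DMSO-plus-enzyme wells high control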
SENP8 block-1 – SENP8 protease inhibition; Q96LD8; purified SENP8, Z-RLRGG-aminoluciferin cleavage, luminescence; inhibition, % at 10 µM; actives 1.2% (n = 330,000); AID 2540; in the data active = inhibition above about 50%
Target sequence (Q96LD8 whole entry, looked up): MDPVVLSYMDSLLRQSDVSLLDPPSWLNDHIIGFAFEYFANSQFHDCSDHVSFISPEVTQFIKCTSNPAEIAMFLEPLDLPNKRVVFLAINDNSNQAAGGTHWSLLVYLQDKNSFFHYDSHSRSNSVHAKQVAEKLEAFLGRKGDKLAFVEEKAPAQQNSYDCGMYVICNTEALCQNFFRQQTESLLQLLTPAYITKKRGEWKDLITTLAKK
Apaf-1 inh – inhibitors of human Apaf-1 apoptosome. O14727. reconstituted apoptosome caspase-3 activity, DEVD-Rh110 fluorescence. inhibition, % at 20 µM. actives 0.71% (n = 330,000). AID 489030; active = inhibition of at least 40% at 20 µM;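 note: plate controls were DMSO wells for no effect and DEVD-CHO caspase inhibitor wells for full effect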
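Material: cell-free apoptosome with Apaf-1, procaspase-3 and caspase-9; Buffer or medium: Hepes pH 7.5 with detergent and BSA; Reagent: cytochrome c trigger plus (Z-DEVD)2-Rh110 caspase-3 substrate; Times: compound with Apaf-1, dATP, procaspase-3 30 min, then 50 min reaction, room temperature; Technique: Rh110 fluorescence intensity.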
HKDC1 inhibitor – blocks human hexokinase HKDC1 activity; Q2TB90; recombinant HKDC1, G6PDH/diaphorase resazurin coupled fluorescence; inhibition, % at 20 µM; actives 0.16% (n = 340,000); AID 493160;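 active = inhibition above about 35% when tested at 20 µM, limit read from the data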;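 note: plate controls were DMSO wells with enzyme for no effect and DMSO wells lacking enzyme for full effect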
Target sequence (Q2TB90 whole entry, looked up): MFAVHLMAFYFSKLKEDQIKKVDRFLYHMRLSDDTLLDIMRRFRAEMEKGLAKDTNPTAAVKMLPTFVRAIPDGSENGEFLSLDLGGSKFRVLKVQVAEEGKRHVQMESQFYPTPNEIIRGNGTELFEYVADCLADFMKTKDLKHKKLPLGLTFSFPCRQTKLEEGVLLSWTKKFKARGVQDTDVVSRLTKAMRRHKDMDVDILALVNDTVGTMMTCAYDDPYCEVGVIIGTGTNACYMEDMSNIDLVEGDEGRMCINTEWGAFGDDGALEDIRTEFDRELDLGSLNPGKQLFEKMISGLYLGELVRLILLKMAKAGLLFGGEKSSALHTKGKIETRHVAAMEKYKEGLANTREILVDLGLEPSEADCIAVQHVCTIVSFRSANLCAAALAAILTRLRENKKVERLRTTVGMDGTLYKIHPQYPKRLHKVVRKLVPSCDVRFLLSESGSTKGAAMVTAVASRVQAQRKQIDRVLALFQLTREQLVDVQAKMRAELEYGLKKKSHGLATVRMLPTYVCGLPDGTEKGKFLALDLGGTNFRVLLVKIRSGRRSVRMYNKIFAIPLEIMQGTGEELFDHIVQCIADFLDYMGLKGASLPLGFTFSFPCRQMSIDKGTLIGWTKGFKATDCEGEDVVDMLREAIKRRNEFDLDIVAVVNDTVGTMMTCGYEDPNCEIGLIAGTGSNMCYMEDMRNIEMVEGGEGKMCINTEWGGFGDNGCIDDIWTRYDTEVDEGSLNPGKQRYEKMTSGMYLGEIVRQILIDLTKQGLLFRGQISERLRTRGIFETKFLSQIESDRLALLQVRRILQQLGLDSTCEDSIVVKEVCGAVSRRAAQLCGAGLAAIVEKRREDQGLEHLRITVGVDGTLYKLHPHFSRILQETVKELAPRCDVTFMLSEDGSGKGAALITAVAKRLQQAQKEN
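System: Recombinant HKDC1 hexokinase | Amount: HKDC1 at 5 µg/mL | Reagent: Glucose with 1 mM ATP | Doses: Single 20 µM dose | Incubation: Reaction time 90 min, room temperature, protected from light | Signal: Coupled resazurin fluorescence, excitation 525 nm, emission 613 nm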
SENP7 block – SENP7 protease inhibition; inhibition, % at 5 µM; Q9BQF6; AID 434973; recombinant SENP7, Z-RLRGG-aminoluciferin luminescence, 40 min; actives 1.5% (n = 330,000);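 active = inhibition above about 50% at the single test dose, limit read from the data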;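 note: plate controls were DMSO with enzyme for no effect and no enzyme buffer wells for full effect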
SENP6 block – inhibitors of human SENP6 protease; inhibition, % at 10 µM; Recombinant SENP6 catalytic domain, aminoluciferin luminescence; actives 1.8% (n = 330,000); AID 2599;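 active = inhibition above about 50% at the single tested dose, limit read from the data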;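 note: plate controls were DMSO wells with enzyme for no effect and DMSO wells lacking enzyme for full effect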
SENP8 block-2 – inhibitors of human SENP8 protease; Q96LD8; recombinant SENP8, Nedd8 substrate fluorescence; inhibition, % at 20 µM; actives 0.64% (n = 360,000); AID 602440; in the data active = inhibition mostly above about 40%, no sharp cut-off; inactive = mostly below about 27%
PfG6PD inh – PfG6PD (Plasmodium falciparum) enzyme inhibition. inhibition, % at 20 µM. PfGluPho enzyme, NADPH resazurin-diaphorase fluorescence. AID 504690. actives 0.78% (n = 350,000);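 active = inhibition reaching at least a set limit at 20 µM in the primary screen, cut at about 59% in these data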;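 note: 0% = DMSO wells with substrate and 100% = DMSO wells lacking glucose-6-phosphate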
NLRP3 yeast inh – inhibitors of NALP3 inflammasome in yeast; Yeast reconstituted NLRP3/ASC/caspase-1, beta-gal luminescence, 24 h; inhibition, % at 10 µM; actives 0.39% (n = 330,000); AID 2825;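 active = inhibition of 50% or more; inactive = inhibition below 50%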;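 note: plate controls were induced DMSO wells for no effect and uninduced yeast grown without galactose for full effect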
The depositor's hits bear a star; i = inactive; & = joins results of further samples.

SMILES | SENP1 inh | SENP8 block-1 | Apaf-1 inh | HKDC1 inhibitor | SENP7 block | SENP6 block | SENP8 block-2 | PfG6PD inh | NLRP3 yeast inh
CCOc1cccc2cc(C(=O)N3CCc4ccccc43)c(=O)oc12 | -2 | 3 | -10 | -3 | -1 | -11 | 7 | 18 | 11
Cc1ccc(SCc2cc(=O)[nH]c(SCC(=O)Nc3cc(Cl)ccc3Cl)n2)cc1 | 1 | 1 | 6 | -9 | 0 | 3 | -15 | -13 | 7
COC(=O)c1ccc(NS(=O)(=O)NC(=O)c2c[nH]c3ccccc23)cc1 | 1 | 2 | -1 | 1 | -2 | 21 | 2 | -5 | 22
CCn1c(=O)c(CCC(=O)N2CCN(c3ccccn3)CC2)c(C)c2c(C)nn(-c3cccc(C)c3)c21 | 1 | -2 | 36 | 5 | -12 | -1 | -7 | 16 | 18
C#CC(C)(C)NC(=O)c1ccc(-c2ccccc2F)cc1 | 2 | -7 | 10 | -3 | -4 | -26 | 15 | 1 | 1
CN(C(=O)COC(=O)Cc1c(F)cccc1Cl)c1c(N)n(Cc2ccccc2)c(=O)[nH]c1=O | 0 | -2 | -2 | 7 | 7 | -9 | 8 | 5 | 9
CC(=O)Nc1ccc(S(=O)(=O)Nc2nc3ccccc3nc2N2CCOCC2)cc1 | -3 | -4 | -2 | -7 | 9 | -15 | -496 | -33 | 4
CCn1c(CNc2ccc(Cl)cc2)nnc1SCCN1CCCCC1 | -2 | 4 | -6 | -5 | -1 | 4 | 17 | -2 | -8
O=C(CCCn1c(=O)c2sccc2n(Cc2ccc(F)cc2)c1=O)NCc1ccco1 | -1 | 2 | -5 | 5 | 4 | 11 | 26 | -20 | -7
CCCCN1C(=O)C(=O)N(CC(=O)N2N=C3/C(=C/c4ccco4)CCCC3C2c2ccco2)C1=O (stereo not given) | 1 | 1 | 14 | -4 | 5 | 10 | -28 | -4 | 4
C[N+]1(CCn2ccc3ccccc32)CCCCC1 | 1 | 1 | -6 | 15 | -2 | -8 | 8 | 2 | 1
CCOC(=O)Cn1c(=O)cnc2ccccc21 | 0 | 7 | 1 | -9 | 11 | -18 | -206 | 8 | -6
CN(c1ccccc1)S(=O)(=O)c1ccc(Cl)c(C(=O)NC2=NCCS2)c1 | -1 | 2 | 0 | 10 | -4 | -29 | 8 | 6 | 22
COc1ccc(-c2nc3ccc(N4CCCC4)cc3c(=O)[nH]2)cc1OC | -18 | 0 | 10 | 16 | -2 | 20 | -349 | 38 | 11
Cc1ccc(N=C2NC(=O)C(CC(=O)NCc3ccccc3)S2)cc1C (stereo not given) | 2 | -12 | 7 | -11 | -1 | 1 | 28 | -6 | 9
CCCCCC/C(=N/O)c1ccccn1 | 2 | 3 | -2 | -4 | 10 | 29 | 15 | -8 | 40
O=C(c1ccc(OCCN2CCCCC2)cc1)c1c(-c2ccc(O)cc2)sc2cc(O)ccc12 | 2&-2 | -6&-4 | 47* | 2&1 | 5&-5 | -18&2 | -2&-10 | 1&-2 | 8&15
Cc1cc2ncn(C(=O)N3CCC(C)CC3)c2cc1C | -1 | -2 | -7 | -2 | 1 | -21 | 19 | -9 | 13
O=[N+]([O-])c1cc(-n2cccc2)ccc1N1CCOCC1 | 13 | 6 | 1 | -4 | 9 | 11 | 42* | 4 | 24
CCOc1ccccc1C(=O)NCC(=O)O | 3 | 6 | -13 | -2 | 4 | -3 | 28 | 4 | 4
Cc1ccc2c(c1)C(O)(CC(=O)c1ccc(C)s1)C(=O)N2 (stereo not given) | 3 | -5 | 5 | 1 | 1 | 2 | 2 | 3 | 25
Cc1[nH]c(=O)[nH]c(=O)c1/C=N/NC(=O)CCNC(=O)OC(C)(C)C | 1 | 4 | -28 | -2 | 6 | 14 | 13 | -13 | 3
Cc1csc(CNc2ncnc3ccc(-c4ccc5c(c4)OCCO5)cc23)c1 | 0 | -15 | 22 | -6 | -11 | -17 | i | -5 | 16
S=c1nc(-c2ccccc2)oc2c1CCCC2 | -1 | 75* | -1 | 3 | 88* | 92* | 20 | -22 | -6
CCCCNC(C(=O)Nc1ccc([N+](=O)[O-])cc1Br)c1ccccc1 (stereo not given) | 1 | -1 | 4 | -2 | -2 | -8 | 12 | -3 | 13

SENP6 block: entries above that show a hit.
compound,SENP1 inh,HKDC1 inhibitor,SENP7 block,SENP6 block,PfG6PD inh,NLRP3 yeast inh
S=c1nc(-c2ccccc2)oc2c1CCCC2,-1,3,88*,92*,-22,-6

Filtered by structure, the entries above with two or more sulfur atoms.
SMILES | SENP1 inh | SENP8 block-1 | Apaf-1 inh | HKDC1 inhibitor | SENP7 block | SENP6 block | SENP8 block-2 | PfG6PD inh | NLRP3 yeast inh
Cc1ccc(SCc2cc(=O)[nH]c(SCC(=O)Nc3cc(Cl)ccc3Cl)n2)cc1 | 1 | 1 | 6 | -9 | 0 | 3 | -15 | -13 | 7
CN(c1ccccc1)S(=O)(=O)c1ccc(Cl)c(C(=O)NC2=NCCS2)c1 | -1 | 2 | 0 | 10 | -4 | -29 | 8 | 6 | 22

Remaining list, next part:
SMILES | SENP1 inh | SENP8 block-1 | Apaf-1 inh | HKDC1 inhibitor | SENP7 block | SENP6 block | SENP8 block-2 | PfG6PD inh | NLRP3 yeast inh
Cc1csc(NC(=O)CCn2c(=O)sc3ccccc32)n1 | 0 | 0 | 5 | 1 | -2 | -10 | 16 | -3 | 3
O=C(CCc1ccc(S(=O)(=O)NC2CCCCC2)cc1)NCc1ccccn1 | -3 | 7 | -10 | -13 | 8 | 3 | -2 | -13 | -5
CCOC(=O)C1CCN(C(=O)COc2cccc(C)c2)CC1 | -1 | -3 | -14 | 8 | 13 | -12 | 17 | -3 | 0
CC(=O)Nc1ccc(NC(=O)c2ccc(N(Cc3ccccc3C)S(C)(=O)=O)cc2)cc1 | -1 | 0 | -2 | -1 | 4 | -16 | 25 | 1 | 10
O=C(Nc1ccc(CN2CCOCC2)cc1)c1cc2ccccn2n1 | -5 | 14 | 4 | -2 | 35 | 50 | 4 | 15 | 18
CCOC(=O)c1cc(C)n(Cc2ccc(OCC)c(OC)c2)c1C | 3 | 1 | 11 | 9 | 1 | 7 | 13 | 22 | -4
Cc1ccc2nc(NC(=O)c3ccc(OCC4CCCO4)cc3)sc2c1 (stereo not given) | 1 | -10 | 19 | 16 | -1 | -6 | -416 | 10 | 1
CCCN1C(=O)c2ccc(C(=O)Nc3nccs3)cc2C1=O | -3 | -8 | 2 | -2 | -6 | 3 | 9 | -10 | 30
O=S(=O)(c1ccccc1)c1nc(-c2cccs2)oc1NCc1cccnc1 | 3 | 2 | 11 | -3 | 4 | -4 | -203 | -13 | 15
CCc1ccc(-c2cc(C)no2)cc1S(=O)(=O)Nc1cc(C)ccn1 | -1 | 3 | 0 | -2 | 3 | 1 | -312 | 7 | 1
O=C(COC(=O)CCC1CCCC1)Nc1nc2c(F)c(F)c(F)cc2s1 | -29 | 1 | -10 | 7 | 1 | -5 | -1 | -4 | 23
Cc1cc(C)c2cc(C(c3nnnn3CC3CCCO3)N3CCN4CCCC4C3)c(=O)[nH]c2c1 (stereo not given) | -20 | -8 | 9 | -7 | -5 | -25 | -82 | 9 | -6
CCOc1cc(/C=N/n2cnnc2)ccc1OCC(=O)Nc1ccccc1OC | 4 | 0 | -1 | -16 | 4 | 2 | -21 | -47 | 9
Nc1nc(COC(=O)CCC(=O)c2ccccc2)nc(Nc2ccccc2)n1 | -2 | -15 | 11 | 8 | 4 | -9 | 8 | -9 | 22
CCOC(=O)[C@@H]1[C@H]2COc3cc(OC)ccc3[C@@H]2N2C(=O)N(c3ccc(OC)cc3)C(=O)[C@]12C | 0 | 0 | -2 | -4 | -3 | -5 | 11 | 5 | 23
CCN1C(=O)[C@H]2[C@@H](c3ccc(-c4cc(C(C)=O)cs4)cc3)N3CCCC[C@@]3(C(=O)OC)[C@H]2C1=O | 1 | -17 | 26 | -2 | -15 | -9 | -67 | 2 | 7
CCCCNC(=O)CSc1cc(=O)n(C)c2ccccc12 | -2 | -2 | 9 | 0 | -10 | -21 | -45 | 2 | -11
COc1cc(C2NC(=O)C(C#N)=C(Nc3cccc(C)c3)S2)ccc1O (stereo not given) | -40 | -17 | -5 | 8 | 13 | -9 | -39 | 11 | 9
COc1ccccc1N1CCN(C(=O)CN(CCc2ccccc2)S(C)(=O)=O)CC1 | 0 | -4 | -5 | -8 | 5 | 1 | 19 | 4 | 17
COc1ccc(NC(=O)CN(C)S(=O)(=O)c2ccc3c(c2)n(C)c(=O)c(=O)n3C)cc1 | 1 | 6 | -6 | -4 | 6 | 11 | -8 | 4 | 1
CCOC(=O)c1c(-c2ccccc2)oc2ccc(O)cc12 | 1 | 5 | 11 | 5 | 1 | 16 | -308 | 4 | 18
CCOC(=O)CSc1c(-c2ccccc2)c2cc(Cl)ccc2[nH]c1=O | 1 | -2 | 14 | 21 | 10 | 11 | -66 | 33 | 21
COc1ccc(C(CNC(=O)COc2ccc(F)cc2Cl)N2CCCCC2)cc1 (stereo not given) | -1 | 3 | 7 | -4 | 9 | 15 | 12 | 5 | 22
O=C(N/N=C/c1ccccc1[N+](=O)[O-])c1cnccn1 | 0 | -10 | 2 | 1 | -11 | -36 | 13 | -7 | 12
Cc1ccc(Oc2cc(C)nc(-c3ccccc3O)n2)cc1 | -2 | 2 | 0 | -5 | 3 | -21 | 19 | -4 | 20

Continuation:
SMILES | SENP1 inh | SENP8 block-1 | Apaf-1 inh | HKDC1 inhibitor | SENP7 block | SENP6 block | SENP8 block-2 | PfG6PD inh | NLRP3 yeast inh
CCCCCC(=O)Nc1ccc(Cc2ccncc2)cc1 | 1 | 1 | 7 | -2 | 0 | 0 | 14 | -3 | 16
CCOc1ccc(C(=O)Nc2ccc(S(=O)(=O)N3CCOCC3)cc2)cc1OCC | 1 | -6 | 16 | 10 | -4 | -14 | 2 | 6 | 10
O=C(/C=C/c1ccc(Cl)cc1)NCc1ccco1 | 1 | -18 | 12 | 1 | -11 | -14 | 10 | 34 | 30
CCOC(=O)c1ccc(NCCc2ccc(OC)c(OC)c2)c(N)c1 | -10 | 2 | -4 | -5 | -5 | 24 | -318 | 11 | 30
CNC(=O)COc1ccc(S(=O)(=O)Nc2ccc(C)cc2)cc1 | 4 | -5 | -16 | -6 | -1 | 0 | 19 | 12 | -13
O=C(c1cn[nH]c1)N1CCc2c([nH]c3ccccc23)C1c1c(F)cccc1Cl (stereo not given) | -24 | 5 | 14 | 0 | -5 | -7 | -6 | 3 | 5
CC(OC(=O)C1=COCCO1)C(=O)c1ccc(Br)cc1 (stereo not given) | -1 | -8 | 8 | -1 | 8 | -1 | -1 | -2 | 14
O=C(O)c1cc(-c2ccccc2)n(-c2ccc(Cl)cc2)n1 | -1 | 4 | 3 | -7 | 0 | -12 | 7 | 6 | 16
O=C(NC1C/C(=N/O)c2cc3c(cc21)OCO3)C(F)(F)F (stereo not given) | -1 | -4 | -7 | -4 | -10 | 12 | 12 | -2 | 5
COCCNC(=O)COc1ccc(Nc2ccccc2)cc1 | -4 | 2 | -4 | -3 | -4 | -11 | 16 | -7 | 3

Screening results deposited in PubChem by Sanford-Burnham Center for Chemical Genomics.
